IL-2 act: IL-2 activation | IL-2 activation reporter assay, cell-based qHTS; stimulated with anti-CD3/CD4/CD28 beads; in transgenic mouse T cells | activation, % (series mostly up to about 46 µM) | 0.065% of 360,000 active; in the data active = activation above about 50%; inconclusive = mostly about 30% to 49%; note: 0% is about no effect
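Unstimulated transgenic mouse T cells preincubated 60 min with compound, then stimulated with anti-CD3/anti-CD4-coated beads plus anti-CD28 for 18 h at 37 degrees C. IL-2 response read as EGFP and DsRed fluorescence by plate cytometry.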
A549 viability: counter-screen for Nrf2 inhibitors: cytotoxicity in A549 cells; A549 ARE-Fluc cells, CellTiter-Fluor viability, 18-24 h; Potency, µM (highest dose often 46 µM), for the others: top-dose activity change, negative = cytotoxicity, usual class: inhibitors; 0.16% of 390,000 active; AID 504648; note: potency is the fitted concentration of half-maximal effect; % is set by controls: 0 for no effect and ±100 for the full control effect
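A549 ARE-Fluc cells in 5% FBS OPTI-MEM, 5000 cells/well, rested 2 h then exposed to compounds in concentration-response for 18-24 h at 37 °C. Viability by CellTiter-Fluor fluorescence (Ex 405/Em 525) after 30 min; luciferase luminescence (BugLite, 15 min, RT) read afterwards.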
ATXN viability: cell viability loss in ATXN counter-screen; S2 cells (HEK-293 line with an ATXN2-luciferase reporter) viability, CellTiter-Fluor protease fluorescence, 24 h; Potency, µM (highest dose often 56.7 µM), most hits filed as cytotoxic; 0.49% of 400,000 active; AID 651635; note: potency is the fitted concentration of half-maximal effect; nearly all actives have a fitted effect of over 40% in size
HepG2 viability: counter-screen for TGF-b inhibitors: cytotoxicity in HepG2 cells | HepG2 CAGA-GFP viability, ATP luminescence, 18 h | Potency, µM (series often up to 46.1 µM), inactives show at the highest dose activity change, negative = cytotoxicity, most hits filed as cytotoxic | 0.76% of 410,000 active | AID 588856; note: potency is the fitted concentration of half-maximal effect; some results filed as inactive show a strong effect at the top dose
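CellTiter-Glo luminescence gave cytotoxicity after 18 hours at 37 degrees C. The cells were HepG2 CAGA-GFP in 1% FBS DMEM, stimulated with 500 pg/mL TGF-beta after compound addition. %Activity was normalised to no-cell wells (complete cell-killing) and DMSO (no toxicity), and curves were fitted and classified.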
TGFb inhibitor: TGF-b pathway inhibition; HepG2 CAGA-GFP TGF-b/SMAD3 reporter, GFP fluorescence, 18 h; TGF-beta stimulated, 500 pg/mL final; Potency, µM (highest dose often 46.1 µM), inactives show at the top dose activity, negative = inhibition, most hits filed as inhibitors; 1.2% of 410,000 active; AID 588855; note: potency is the fitted concentration of half-maximal effect; % is set by controls: 0 for no effect and ±100 for the full control effect; nearly all actives have a fitted effect of over 65% in size
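HEPG2 CAGA-GFP, 1000 cells/well; 2 h settle, 37 C; cpd via pin tool; TGF-b 500 pg/mL final; 18 h, 37 C; GFP imaging ex488/em500-530; %Activity normalised to -TGF-b and +DMSO controls; CRC fit, curve class.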
EPAC2 ag: EPAC2 (human) agonism | Q8WZA2 | EPAC2 activation, biochemical qHTS; response scale: 100% = 6.5 mM cAMP response | Potency, µM (titrated, usually from 154 µM), without a hit: at the highest dose activation, usual class: activators | 0.079% of 360,000 active | AID 720711; note: potency is the fitted concentration of half-maximal effect; nearly all actives have a fitted effect of over 50% in size
Target sequence (Q8WZA2 whole entry, looked up): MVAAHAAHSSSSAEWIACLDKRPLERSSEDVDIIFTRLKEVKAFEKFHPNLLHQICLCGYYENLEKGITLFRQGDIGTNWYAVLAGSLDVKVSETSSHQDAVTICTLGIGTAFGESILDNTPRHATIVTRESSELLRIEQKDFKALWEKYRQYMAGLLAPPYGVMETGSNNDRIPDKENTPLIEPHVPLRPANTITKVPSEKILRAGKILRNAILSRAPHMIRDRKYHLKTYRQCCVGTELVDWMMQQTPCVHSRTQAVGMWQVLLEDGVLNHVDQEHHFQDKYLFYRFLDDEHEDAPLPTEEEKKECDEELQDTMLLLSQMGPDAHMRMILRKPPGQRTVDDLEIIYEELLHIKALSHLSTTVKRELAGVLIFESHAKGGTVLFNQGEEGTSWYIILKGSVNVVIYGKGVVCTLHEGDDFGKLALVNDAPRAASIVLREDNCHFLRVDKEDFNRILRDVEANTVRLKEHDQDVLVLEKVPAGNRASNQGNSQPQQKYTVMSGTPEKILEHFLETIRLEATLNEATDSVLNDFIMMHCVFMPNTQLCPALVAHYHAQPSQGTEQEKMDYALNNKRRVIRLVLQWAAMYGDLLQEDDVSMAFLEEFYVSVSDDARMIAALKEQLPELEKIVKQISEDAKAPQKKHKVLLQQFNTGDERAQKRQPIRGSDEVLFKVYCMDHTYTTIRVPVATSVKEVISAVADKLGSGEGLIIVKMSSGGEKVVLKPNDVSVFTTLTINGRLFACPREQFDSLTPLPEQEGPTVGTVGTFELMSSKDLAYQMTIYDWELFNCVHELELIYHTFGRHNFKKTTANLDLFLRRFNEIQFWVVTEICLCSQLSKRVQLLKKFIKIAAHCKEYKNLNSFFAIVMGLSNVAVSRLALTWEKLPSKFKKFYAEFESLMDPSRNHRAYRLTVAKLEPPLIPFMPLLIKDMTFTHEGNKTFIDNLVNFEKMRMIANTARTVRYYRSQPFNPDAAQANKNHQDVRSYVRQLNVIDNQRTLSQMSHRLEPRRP
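Each well held 100 nM EPAC2, 250 nM RAP1B-BODIPY-GDP and 50 uM GDP. Fluorescence, read at 5-min intervals to 30 min, was referenced to a 6.5 mM cAMP positive control.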
ATXN2 expr inh: reduces ATXN2 reporter expression in HEK-293 cells; 0.72% of 360,000 active; AID 1745845; Potency, µM (series often up to 57 µM), for the others: at the highest dose activity change, negative = inhibition, most hits filed as inhibitors; HEK-293 ATXN2-luciferase reporter, luminescence, 24 h; note: potency is the fitted concentration of half-maximal effect; % is set by controls: 0 for no effect and ±100 for the full control effect; nearly all actives have a fitted effect of over 55% in size
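ATXN2-luciferase reporter cells (luciferase flanked by upstream and downstream ATXN2 gene portions) were treated 24 h at 37 °C with compounds at up to 57 uM. SteadyGlo luminescence gave expression; GF-AFC fluorescence gave viability.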
Nrf2 block: inhibitors of Nrf2 signaling. A549 ARE-Fluc reporter, luciferase luminescence, 18-24 h. Potency, µM (top dose mostly 46 µM), without a hit: top-dose activity change, negative = inhibition, hits mostly inhibitors. 2.1% of 360,000 active. AID 504444; note: potency is the fitted concentration of half-maximal effect; % is set by controls: 0 for no effect and ±100 for the full control effect; nearly all actives have a fitted effect of over 60% in size
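Nrf2 function is reported as luminescence of an ARE-controlled luciferase in A549 cells. Compounds were tested at several concentrations, and a CellTiter-Fluor read on the same wells flagged cytotoxicity.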
Nrf2 activator: activates Nrf2 signaling | AREc32 ARE-luciferase reporter (MCF7-derived line), luminescence, 24 h | Potency, µM (highest dose often 46.1 µM), for the others: at the highest dose activation, usual class: activators | 0.31% of 410,000 active; note: potency is the fitted concentration of half-maximal effect; % of control where 0% means no effect; nearly all actives have a fitted effect of over 65% in size
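For detection, Steady-Glo was added and plates sat 30 min at RT; before that, AREc32_Fluc cells grown overnight in OPTI-MEM/5% FBS had been treated with 23 nL compound for 24 hr at 37 deg C.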
* = called active by the depositor; i = inactive; ? = inconclusive; . = no result given; & = joins results of further samples; [ ] = dose if it differs, or a comment. Unless noted, calls come from the whole dose curve; as a rule, active = well fitted curve in the direction sought with a large enough effect; inconclusive = small, poorly fitted or top-dose-only effect, or another doubt; inactive = no such curve, though single readings can be large; an effect the other way counts as inactive or inconclusive.

[1] Cc1ccc(-c2nc(C)c(CCNS(=O)(=O)c3ccccc3F)s2)cc1
[2] O=C(CSc1nnc(-c2ccco2)o1)NC1CC2CCC1C2 (stereo not drawn)
[3] O=C(NNC(=S)Nc1ccccc1)c1ccco1
[4] Cc1csc(NC(=O)c2cc(-c3ccccc3)nc3ccccc23)n1
[5] COc1ccc(-c2cnc(SCC(=O)Nc3nc(C(C)(C)C)cs3)n2Cc2ccco2)cc1
[6] CSc1ccccc1NC(=O)c1cnc2n(c1=O)CCS2
[7] CCCCN1C(=O)C2NN=C(C(=O)OCC)C2C1=O (stereo not drawn)
[8] CC(C)[C@H](NC(N)=O)C(=O)NCCc1ccc(Cl)cc1
screen / no.,1,2,3,4,5,6,7,8
IL-2 act,.,0.0,-0.4,-0.4,-0.3,-1.0,5.6,-0.5
A549 viability,-1%,4%,-1%,-25%,-15%,-3%,4%,12%
ATXN viability,i,i,i,i,i,i,i,i
HepG2 viability,-26%,-4%,4%,-8%,-11%,6%,-11%,-9%
TGFb inhibitor,-11%,5%,5%,-5%,?,6%,-11%,-9%
EPAC2 ag,.,10%,3%,4%,15%,-11%,14%,12%
ATXN2 expr inh,2%,-7%,11%,-20%,-13%,8%,2%,-9%
Nrf2 block,.,-14%,23%,?,21µM*,12%,11%,14%
Nrf2 activator,1.5%,-0.2%,4.0%,0.4%,7.8%,-0.5%,0.0%,-1.2%

[9] CCCCn1c(N)c(N(CC(C)C)C(=O)c2cccc(S(=O)(=O)N3CCN(C(C)=O)CC3)c2)c(=O)[nH]c1=O
[10] CCN(CC)CC(=O)Nc1nc(-c2ccc(Cl)cc2)cs1
[11] CCC(C)NC(=S)N1CCN(Cc2ccc3c(c2)OCO3)CC1 (stereo not drawn)
[12] COc1ccc(-c2nc3c(c(=O)[nH]c(=O)n3Cc3ccccc3)n2Cc2ccccc2)cc1
[13] CCc1cccc2c(C#N)cn(CCOc3ccccc3OC)c12
[14] N#Cc1nc(-c2ccco2)oc1N1CCN(c2cccc(Cl)c2)CC1
[15] Cc1ccccc1NC(=S)/C(=C(\[O-])c1ccc(C)c([N+](=O)[O-])c1)[n+]1ccccc1
[16] Clc1ccc(N2CCN(c3ncnc4c3oc3ccccc34)CC2)cc1
screen / no.,9,10,11,12,13,14,15,16
IL-2 act,-3.1,-0.2,0.0,0.5,0.6,-0.5,0.3,0.7
A549 viability,1%,9%,2%,-15%,17%,0%,0%,?
ATXN viability,i,?,i,?,i,i,i,?
HepG2 viability,-28%,-35%,-2%,-13%,-23%,11%,12%,-20%
TGFb inhibitor,-5%,-27%,?,?,-18%,-9%,-10%,1%
EPAC2 ag,21%,10%,3%,11%,8%,14%,-3%,9%
ATXN2 expr inh,-6%,3%,-20%,?,-7%,-20%,-2%,?
Nrf2 block,17%,.,-3%,15µM*,-11%,1.8µM*,4%,?
Nrf2 activator,-0.2%,2.2%,3.6%,-0.4%,0.7%,-0.3%,-0.2%,-0.8%

[17] CCCCn1c(N)c(N(CC(C)C)C(=O)c2cc(-c3ccc(OC)c(OC)c3)nc3ccccc23)c(=O)[nH]c1=O
[18] CCOC(=O)CCCCCC(=O)Nc1ccc2c(c1)C(=O)N([C@@H](C)CO)C[C@H](C)[C@H](CN(C)C(=O)Nc1ccc(F)cc1)OCCCC[C@H](C)O2
[19] COc1ccccc1NC1=NC2(CCCC2)N=C(N)N1
[20] COc1ccc(OC)c(CNS(=O)(=O)c2c(C(=O)N3CCCCCC3)c(C)n(C)c2C)c1
[21] CC(C(=O)OCC(=O)c1ccc(Br)cc1)N1C(=O)C2C3CCC(C3)C2C1=O (stereo not drawn)
[22] COc1ccc(S(=O)(=O)N2CCCCCC2)cc1C(=O)N(C)CC(=O)Nc1ccccc1Cl
[23] CC/C(=C\C(=O)c1cccnc1)Nc1ccc(C)c(C)c1
[24] COCCCN1C(=O)C(CC(=O)NC2CCCCC2)CC(C(=O)N2CCOCC2)=C1C (stereo not drawn)
screen / no.,17,18,19,20,21,22,23,24
IL-2 act,-0.9,-1.5,0.6,.,-0.1,-4.3,1.8,-0.8
A549 viability,4%,.,11%,-19%,2%,-7%,-16%,.
ATXN viability,i,i,i,?,i,i,i,i
HepG2 viability,-2%,-18%,13%,-8%,-37%,0%,-16%,-22%
TGFb inhibitor,-16%,-17%,0%,8%,-1%,-3%,-28%,-8%
EPAC2 ag,-5%,16%,11%,.,15%,15%,8%,2%
ATXN2 expr inh,-8%,-4%,3%,8%,-2%,-4%,-8%,6%
Nrf2 block,-5%,.,.,-27%,-2%,0%,-21%,.
Nrf2 activator,5.5%,-0.5%,-0.2%,4.4%,-0.2%,-0.5%,2.4%,0.0%

[25] CC(C)(C)C1=Nn2c(nnc2-c2ccco2)SC1
[26] O=C1NC(=O)c2cc(NC(=O)C3COc4ccccc4O3)ccc21 (stereo not drawn)
[27] CCOC(=O)N1CCC(NC(=O)C(NS(=O)(=O)c2ccc3c(c2)CCN3C(=O)CC)C(C)C)CC1 (stereo not drawn)
[28] O=C(O)CC1S/C(=N/N=C/C2CC=CCC2)NC1=O (stereo not drawn)
[29] CC(Sc1ccccc1)C(=O)Nc1ccccc1C(=O)N1CCOCC1 (stereo not drawn)
[30] O=C(O)c1ccc(CNCc2cc(Cl)ccc2O)cc1
[31] COc1ccc(NC(=O)/C(C#N)=C/C=C/c2ccco2)cc1
[32] COc1ccc(N=Nc2[nH]c3ccc(C)cc3c2O)cc1
screen / no.,25,26,27,28,29,30,31,32
IL-2 act,2.1,-3.7,-0.7,0.2,1.5,1.5,-3.4,0.1
A549 viability,0%,13%,-2%,1%,4%,-3%,?,-6%
ATXN viability,i,i,i,.,i,i,?,i
HepG2 viability,-34%,-12%,7%,-2%,0%,5%,-54%,10%
TGFb inhibitor,-11%,1%,0%,0%,22%,4%,?,-6%
EPAC2 ag,7%,4%,0%,8%,4%,17%,-1%,-6%
ATXN2 expr inh,-6%,-4%,8%,16%,-5%,8%,-25%,61%[activator]
Nrf2 block,-9%,-9%,1%,-7%,9%,3%,?,10%
Nrf2 activator,-0.4%,-0.9%,-0.1%,-0.5%,-0.1%,-0.2%,4.4%,?

[33] Cc1ccccc1CN1C(=O)[C@H]2Cc3c([nH]c4ccccc34)C(C)(C)N2C1=O
[34] C=CCSc1nnc(NC(=O)COc2ccc3ccccc3c2)s1
[35] Cc1cnc(C(=O)Nc2ccccc2-c2ccc(C)o2)cn1
[36] CC(=O)Oc1ccc(C(=O)Nc2ccc(S(=O)(=O)N3CCOCC3)cc2)cc1
[37] Cc1ccc(/C=N/n2c(COc3ccccc3)n[nH]c2=S)cc1
[38] CCOc1ccc(NS(=O)(=O)c2cc(C(=O)N(CC)CC(=O)NCc3cccs3)ccc2C)cc1
[39] COc1cccc(-c2cccc(NC(=O)C3CCN(Cc4ccon4)CC3)c2)c1
[40] Cc1ccccc1C(c1ccccc1Cl)N(C)C (stereo not drawn)
screen / no.,33,34,35,36,37,38,39,40
IL-2 act,0.4,1.2,-0.6,0.1,-1.8,-0.3,0.3,-1.5
A549 viability,-4%,0%,9%,-3%,-7%,-6%,1%,-1%
ATXN viability,i,i,i,i,i,i,i,i
HepG2 viability,-12%,0%,-25%,-21%,-16%,-4%,11%,-3%
TGFb inhibitor,?,-1%,-2%,-1%,-12%,0%,8%,12%
EPAC2 ag,-6%,-1%,-3%,0%,-2%,9%,11%,10%
ATXN2 expr inh,?,-1%,-15%,13%,15%,-8%,.,-15%
Nrf2 block,?,1%,?,-11%,-15%,-12%,-5%,-7%
Nrf2 activator,-0.6%,-0.4%,17%,5.2%,-0.3%,-0.3%,2.4%,0.3%

Two entries from above in a different format:
36) CC(=O)Oc1ccc(C(=O)Nc2ccc(S(=O)(=O)N3CCOCC3)cc2)cc1
  IL-2 act: 0.1
  A549 viability: -3%
  ATXN viability: i
  HepG2 viability: -21%
  TGFb inhibitor: -1%
  EPAC2 ag: 0%
  ATXN2 expr inh: 13%
  Nrf2 block: -11%
  Nrf2 activator: 5.2%

33) Cc1ccccc1CN1C(=O)[C@H]2Cc3c([nH]c4ccccc34)C(C)(C)N2C1=O
  IL-2 act: 0.4
  A549 viability: -4%
  ATXN viability: i
  HepG2 viability: -12%
  TGFb inhibitor: ?
  EPAC2 ag: -6%
  ATXN2 expr inh: ?
  Nrf2 block: ?
  Nrf2 activator: -0.6%

Continued:
[41] C#CCOCCOCCOCCNc1nc(N2CCN(C(=O)[C@H]([C@@H](C)O)n3cc(CCCCN)nn3)CC2)nc(N2CCN(C(=O)[C@H](CCCCN)n3cc(CC(C)O)nn3)CC2)n1 (stereo partly drawn)
[42] Cn1c(SCC(=O)N2CCOCC2)nnc1-c1cccc(NC(=O)c2ccccc2F)c1
[43] CC(=O)NS(=O)(=O)c1ccc(NC(=S)NC(=O)c2ccco2)cc1
[44] CCCOc1ccc(C(=O)Nc2cccc(-c3nc4ccccc4[nH]3)c2)cc1
[45] CCCc1cc(C(=O)NCc2cccs2)no1
[46] COc1ccc(Cl)cc1NC(=O)CN1C(=O)C(=O)N(C2CCCC2)C1=O
[47] CN(CC(=O)Nc1c(Cl)cccc1Cl)C(=O)C1=COCCO1
screen / no.,41,42,43,44,45,46,47
IL-2 act,0.2,-0.3,-1.5,.,-2.4,-3.0,-4.5
A549 viability,-1%,5%&8%,-5%,?,0%,.,-4%
ATXN viability,i,i,i,?,i,i,i
HepG2 viability,1%,-6%&3%,-12%,-8%,9%,2%,0%
TGFb inhibitor,-4%,2%&0%,-5%,?,8%,3%,16%
EPAC2 ag,10%,6%,-4%,.,6%,-1%,6%
ATXN2 expr inh,0%,1%,-16%,?,66%[activator],.,5%
Nrf2 block,-11%,-15%&-4%,4%,?,?,.,-2%
Nrf2 activator,-0.8%,-0.4%,-0.7%,-0.2%,2.4%,2.9%,-0.4%

Source: PubChem (National Center for Advancing Translational Sciences (NCATS))
